Screening results as filed in PubChem.
HSF1 activator: HSF-1 activators, primary screen, NIH3T3-HGL cells, MG132 stress, luminescence, single point. NIH3T3-HGL HSF-1 luciferase reporter, 8 h; 100% = twice DMSO control signal. activation, % at 9 µM. 300,000 compounds, 1.7% hits. AID 504408, 2011;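 active = mean replicate activation of at least 50% with a set share of replicates each reaching 50%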;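 also: 0% = median of the neutral control wells and 100% = twice that signal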
HSF1 inh: HSF1 inhibitors in luciferase reporter cells, primary screen, cell-based, NIH3T3, luminescence | NIH3T3-HGL HSE-luciferase, MG132-induced, luminescence 8 h; active compounds read low | activity change, negative = inhibition, % at 7.5 µM (by protocol) | 300,000 compounds, 0.77% hits | AID 2098, 2009;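 active = more than half of replicate wells show activity change below -50%, luminescence cut by over half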;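 also: luciferase reports HSF-1 transcriptional activity via heat shock element; 0% = median of DMSO wells and -100% = zero luminescence signal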
GSK3beta inhib: human GSK3beta kinase inhibitors, primary screen, biochemical, cell-free homogeneous, HTS. activity score (negative = inhibition), % at 10 µM. 300,000 compounds, 0.038% hits. GST-GSK3beta kinase, ADP-Glo luminescence, 60 min; active compounds read low. Glycogen synthase kinase-3 beta (Homo sapiens), P49841;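 active = more than half of replicate wells score below -50%, meaning over 50% inhibition versus plate controls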;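 also: 0% = median DMSO wells and -100% = median GW8510 positive control wells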
Target sequence (P49841 whole entry, looked up): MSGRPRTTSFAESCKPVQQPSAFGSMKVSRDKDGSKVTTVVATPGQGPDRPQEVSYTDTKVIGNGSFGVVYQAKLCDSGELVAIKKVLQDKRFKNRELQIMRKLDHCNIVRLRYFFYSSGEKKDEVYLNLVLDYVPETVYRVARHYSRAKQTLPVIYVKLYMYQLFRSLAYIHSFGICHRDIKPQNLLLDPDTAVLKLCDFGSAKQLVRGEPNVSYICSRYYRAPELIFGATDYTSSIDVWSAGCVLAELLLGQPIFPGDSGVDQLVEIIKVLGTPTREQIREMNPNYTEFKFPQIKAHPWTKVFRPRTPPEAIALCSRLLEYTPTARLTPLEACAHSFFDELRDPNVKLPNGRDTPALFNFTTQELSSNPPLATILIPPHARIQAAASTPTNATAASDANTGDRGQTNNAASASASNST
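Test system: GST-fused GSK3beta enzyme, cell-free | Quantity: 1.6 ng GST-GSK3beta enzyme per well | Reagent: 25 µM ATP with peptide substrate | Schedule: 60 min enzyme reaction, room temperature | Signal: Luminescent ADP-Glo measurement of ADP formed | Read-out basis: Score relative to plate controls | Control set: DMSO and 20 µM GW8510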
GSK3A inh: blockers of GSK3A enzyme activity – biochemical, luminescence, cell-free homogeneous, HTS, primary screen. GSK-3 alpha kinase, ADP-Glo luminescence, 60 min. inhibition, % at 10 µM. 320,000 compounds, 0.1% hits;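 in the data active = inhibition above about 50%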;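 also: GST-tagged GSK-3 alpha with peptide substrate and 25 µM ATP; 0% = DMSO neutral wells and 100% = GW8510 positive control wells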
Target sequence (P49840 whole entry, looked up): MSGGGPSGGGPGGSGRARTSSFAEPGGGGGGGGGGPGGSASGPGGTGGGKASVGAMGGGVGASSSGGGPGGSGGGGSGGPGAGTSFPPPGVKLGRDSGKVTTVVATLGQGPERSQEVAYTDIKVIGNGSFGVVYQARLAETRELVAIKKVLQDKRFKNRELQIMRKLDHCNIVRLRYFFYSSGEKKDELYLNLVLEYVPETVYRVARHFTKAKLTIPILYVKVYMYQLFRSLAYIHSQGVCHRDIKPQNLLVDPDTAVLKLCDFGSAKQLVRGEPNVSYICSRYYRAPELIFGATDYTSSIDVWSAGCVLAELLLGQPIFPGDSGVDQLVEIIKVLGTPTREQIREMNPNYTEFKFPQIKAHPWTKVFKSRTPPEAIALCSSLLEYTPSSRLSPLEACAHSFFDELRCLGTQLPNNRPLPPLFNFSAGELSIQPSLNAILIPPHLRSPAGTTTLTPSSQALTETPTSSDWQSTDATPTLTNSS
IEC-6 cytotox: cytotoxicity in IEC-6 intestinal epithelial cells, primary screen, cytotoxicity control for KLF5 inhibitor project, cell-based, luminescence. inhibition, % at 5 µM. 290,000 compounds, 0.78% hits. IEC-6 cytotoxicity, luminescence viability; in the data active = inhibition above about 22%;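 also: 0% = plate median of test compound wells and 100% = cytotoxic reference compound wells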
aSyn UTR inh: MLPCN primary screen, SNCA 5' untranslated region; 300,000 compounds, 0.82% hits; inhibition, % (tested at 7.5 µM); alpha-synuclein 5'UTR reporter, inhibitor activity; in the data active = inhibition above about 60%;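 also: H4 neuroglioblastoma cells stably carrying SNCA 5'UTR luciferase fusion; 0% = DMSO wells and 100% = positive control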
HSP90 inh: HSP90 inhibitors, primary screen, cell lysate, luminescence. Heat shock protein HSP 90 (rabbit reticulocyte lysate; luciferase refolding). Rabbit reticulocyte lysate, luciferase refolding luminescence, 3 h. inhibition, % at 5.6 µM. 290,000 compounds, 0.91% hits;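 active = inhibition above the screen-wide mean plus 3 SD, computed separately per campaign, cut at about 16% in these data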;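 also: 0% = DMSO wells and 100% = 60 µM geldanamycin wells; inhibitors lower the luminescence because luciferase stays unfolded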
KLF5 inhibitor: KLF5 expression inhibitors, primary screen, DLD-1 cells, luminescence; DLD-1 KLF5 promoter-luciferase reporter; inhibition, % at 5 µM; 290,000 compounds, 0.23% hits; AID 1700, 2009;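 active = inhibition above a per-plate limit of that plate's mean compound inhibition plus 3 SD, cut at about 60% in these data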;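 also: 0% = DMSO wells and 100% = LY294002 at 200 µM; higher means less KLF5 promoter-driven luciferase light; inactives centre near -14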
Platelet DG rel: inhibitors of platelet dense granule secretion, primary screen, cell-based, MLPCN, human platelets. human platelet-rich plasma, SFLLRN dense granule ATP release, luminescence. inhibition, %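 (compounds screened at 7.5 µM in platelet-rich plasma)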. 300,000 compounds, 0.22% hits. AID 1663, 2009;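 active = mean replicate score, as percent of positive control, at or above 50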
DYRK1A inh: rat Dyrk1A kinase inhibitors, primary screen, biochemical, single point, plate reader. ADP-Glo luminescence, NFATc1 peptide. 310,000 compounds, 0.43% hits. inhibition, % at 12.5 µM. Dual specificity tyrosine-phosphorylation-regulated kinase 1A (Rattus norvegicus), Q63470; in the data active = inhibition above about 50%;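 also: plate controls were vehicle with enzyme for no effect and no enzyme for full effect; many of its hits are not listed in these tables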
* marks the source's active call; other numbers are inactive results; x = not tested or not shown. Only part of the results is shown (hit frequency here may not be typical).

SMILES	HSF1 activator	HSF1 inh	GSK3beta inhib	GSK3A inh	IEC-6 cytotox	aSyn UTR inh	HSP90 inh	KLF5 inhibitor	Platelet DG rel	DYRK1A inh
CCOc1ccc(C2NC(=O)C(C#N)=C(S)N2c2ccc(OC)cc2)cc1OC (stereo not drawn)	0	3	-3	-2	-2	-2	-3	-5	0	-3
CC1=C(C(=O)NC(C)CCc2ccccc2)C2(CCC(C)CC2)OC1=O (stereo not drawn)	11	10	3	0	-2	9	-2	-41	3	0
CS(=O)(=O)NCCCNc1ccc(C(F)(F)F)cc1[N+](=O)[O-]	-3	-4	1	0	9	24	-5	-22	-1	15
O=c1cc(N2CCC3(CC2)OCCO3)[nH]c(=O)n1-c1ccc(Cl)cc1	2	6	-4	-7	-8	5	1	-22	-3	7
COC(=O)c1ccc(CSc2nc3ccccc3c(=O)n2-c2ccccc2)o1	32	10	1	-3	1	26	4	-15	-1	-2
COc1cccc(/C=N/N2CCN(c3ccccc3OC)CC2)c1	1	3	-10	-1	0	-93	3	-58	5	1
Cc1ccc2nc(CSc3nc(C)ccc3C#N)[nH]c2c1	-65	-59*	-7	1	-5	79*	7	-4	12	7
NC(=O)c1sc2nc3c(cc2c1N)CCCCCC3	16	-6	-5	13	6	-61	-3	-45	3	19
COCCN1C(=O)CS/C1=C(/C#N)C(=O)NCc1ccco1	12	-2	1	2	-8	-6	5	-25	-4	4
NNC(=O)c1ccc(COc2cccc3cccnc23)cc1	5	2	0	-2	1	9	-1	-7	-10	5
CC(C)Oc1cccc(C(=O)C2CCCN(C(=O)CCc3cnn(C)c3)C2)c1 (stereo not drawn)	30	22	0	1	-1	-77	-2	-69	-23	0
Cc1ccc(N2CC(C(=O)Nc3nnc(SCCN4CCOCC4)s3)CC2=O)cc1 (stereo not drawn)	-65	-55*	-4	-2	-3	-15	1	-52	-16	-7
Cc1cc(C)cc(OCC(O)CN2CCN(C(=O)c3ccco3)CC2)c1 (stereo not drawn)	-54	-42	-1	-5	-4	12	-1	-37	11	3
CCN(CC)C(=O)CSc1nc2cc3c(cc2c(=O)n1CCCC(=O)NCCc1ccc(OC)c(OC)c1)OCO3	-1	-5	x	-2	3	26	2	1	-2	x
CCCc1nc2c(c(=O)c3ccccc3n2C)c(=O)n1C1CCCCCC1	-2	-3	-2	-3	0	17	2	0	0	-4
CCn1nnnc1SCC(=O)Nc1nnc(C(C)C)s1	20	2	0	-2	5	-1	2	-2	2	0
CCCCOc1ccc(C(=O)N2CCCC2C(=O)O)cc1 (stereo not drawn)	12	0	4	-1	6	7	5	-2	3	10
O=C(NCC1CCN(Cc2cccc(Cl)c2)CC1)Nc1ccccc1Cl	-3	-13	0	-1	4	-4	2	-17	0	-5
COc1ccc(N2CCN(S(=O)(=O)c3ccc(C(=O)NCc4ccco4)cc3)CC2)cc1	-2	0	-3	x	-3	28	-4	-7	2	1
CCOC(=O)CN1NC2(CCC(C(C)(C)C)CC2)NC1=S (stereo not drawn)	-21	-3	-3	1	-2	7	5	7	12	0
CCCCN(C(=O)c1cc(OC)c(OC)c(OC)c1)C1=CC2CCC(C1)N2C (stereo not drawn)	10	-9	0	-1	-3	-20	-2	2	-3	-14
O=[N+]([O-])c1cc(/C=N/n2c(-c3cccnc3)n[nH]c2=S)ccc1Cl	25	6	5	-1	0	-55	4	-13	-8	1
C[C@H](NC(=O)c1nc[nH]c1C(=O)N[C@@H](Cc1ccccc1)C(=O)OC(C)(C)C)C(=O)OCc1ccccc1	20	19	5	-2	-7	12	-2	-9	-1	1
CCNc1nc(NCC)n2c(SC(C(=O)Nc3cc(C)ccc3OC)c3ccccc3)nnc2n1 (stereo not drawn)	-5	0	0	x	-2	-7	4	-14	1	-1
O=C(Nc1cccc(C(F)(F)F)c1)c1ccc2nc(N3C(=O)CCC3=O)sc2c1	-3	1	3	2	3	-10	3	0	0	0
COc1ccccc1-n1c(SCC(=O)Nc2cccc(S(N)(=O)=O)c2)nc2ccccc2c1=O	14	8	-3	1	0	27	3	19	8	4
O=S(=O)(NCc1cn2ccsc2n1)c1ccc2c(c1)OCCO2	5	1	1	-1	-5	4	-1	-11	2	1
CCOc1ccc(CCNC(=O)c2cnc(C)cn2)cc1OCC	2	5	0	0	-3	12	-3	-12	8	-1
CCN(CC)S(=O)(=O)c1cccc(-c2nnc(SCC(=O)c3ccc(Cl)s3)n2C)c1	-29	-17	3	0	-13	10	4	-1	-1	0
COc1ccc(-c2csc(NC(=O)c3cc(=O)c4ccccc4o3)n2)cc1OC	-1	-3	-3	-1	1	-8	-2	-7	-13	-4
Cc1cc(=O)oc2c(CN(CC(C)C)CC(C)C)c(O)ccc12	-11	7	2	0	-3	-8	5	-50	2	x
CCOC(=O)N1CCN(C(=O)c2cc3n(n2)C(C(F)(F)F)CC(c2ccc4c(c2)OCO4)N3)CC1 (stereo not drawn)	0	-3	4	-1	-6	-5	-2	-28	7	3
C=CCSc1nc(C)c(CCC(C)C)c(=O)[nH]1	-29	-11	2	0	3	12	4	-12	-8	-1
Cc1nc2c(-c3ccccc3)c(C)nn2c(N)c1-c1ccccc1	13	5	0	0	-1	-137	-1	-141	10	0
CCc1ccccc1-n1c(SCC(=O)N2CCCC2)nnc1-c1ccccn1	-9	-3	-2	-1	-2	-5	-1	-30	1	6
COCCN1Cc2cccc(C(=O)N3CCN(c4ccccc4)CC3)c2C1=O	-5	-3	0	-2	-5	22	0	-12	0	-1
NS(=O)(=O)c1ccc(CCNCc2cc(Br)ccc2OCc2ccccc2)cc1	34	6	-4	-1	-5	13	-2	-19	6	-6
O=C(O)c1ccc(NC(=O)c2ccccc2Br)c(NC(=O)c2ccccc2Br)c1	0	-5	1	-7	14	1	3	13	2	x
Cc1cc(NC(=O)c2c(C)noc2C)no1	-7	0	6	-1	6	5	2	-5	-9	0
O=[N+]([O-])c1ccccc1Nc1ccccc1	0	-5	-2	-3	-1	4	1	-14	9	-5
COCCOc1cc(NC(=O)c2sccc2Oc2ccc([N+](=O)[O-])cc2F)c(Cl)cc1Cl	-10	5	-3	-4	-10	10	4	-1	8	11
Cc1[nH]c(=S)[nH]c(=O)c1Cc1ccc(OCC(C)C)cc1	7	-2	2	-1	-1	14	0	-5	4	1
C[C@H](O)[C@@H](C(=O)N1CCN(C(=O)OC(C)(C)C)CC1)n1cc(CCCCNC(=O)OC(C)(C)C)nn1	3	4	5	-27	0	0	1	9	2	-2
O=C(NCC(=O)N1CCCCCC1)c1ccc(Cl)cc1	12	-1	-1	-1	5	-65	4	-56	-5	-2
Cc1ccccc1NC(=O)N1C2CCCC1CC(NC(=O)C(C)(C)C)C2 (stereo not drawn)	-5	-3	3	x	4	-10	-3	10	1	-2

Marked active in HSF1 inh (from the list above):
SMILES	HSF1 activator	HSF1 inh	GSK3beta inhib	GSK3A inh	aSyn UTR inh	HSP90 inh	KLF5 inhibitor	Platelet DG rel	DYRK1A inh
Cc1ccc2nc(CSc3nc(C)ccc3C#N)[nH]c2c1	-65	-59*	-7	1	79*	7	-4	12	7
Cc1ccc(N2CC(C(=O)Nc3nnc(SCCN4CCOCC4)s3)CC2=O)cc1 (stereo not drawn)	-65	-55*	-4	-2	-15	1	-52	-16	-7

New compounds follow:
SMILES	HSF1 activator	HSF1 inh	GSK3beta inhib	GSK3A inh	IEC-6 cytotox	aSyn UTR inh	HSP90 inh	KLF5 inhibitor	Platelet DG rel	DYRK1A inh
N/C(=N\O)C1COc2ccccc2O1 (stereo not drawn)	10	3	2	3	-2	-16	2	-19	-2	-5
Cc1cccc(-c2nc3c(c(SCC(=O)N(C)C)n2)CCCC3)c1	0	1	3	-1	0	16	-1	-8	-1	-5
O=C(O)C1CC=CCC1C(=O)Nc1cccc([N+](=O)[O-])c1 (stereo not drawn)	8	7	-1	-1	1	7	-1	-22	1	-3
Cc1ccc(NS(=O)(=O)c2ccc(C(=O)OCC(=O)NCC3CCCO3)cc2)cc1 (stereo not drawn)	11	-3	26	-2	-5	16	1	-1	-2	-5
O=C(NCCCl)Nc1cccnc1Cl	-1	1	1	-2	3	19	-6	-4	16	2
CCCOC(=O)C1=C(C)NC(=O)NC1c1cc2c(cc1Br)OCO2 (stereo not drawn)	9	7	-4	0	-1	12	0	-12	-4	-3
CCC(C)(C(=O)NC1CCCCC1)N(C(=O)C1CCC(=O)N1)c1ccc(C)cc1 (stereo not drawn)	x	x	x	0	-9	x	0	-2	x	0
CCCc1cc(=O)oc2c(C)c(O)c(CN3CCCCC3)cc12	36	5	-1	3	1	9	2	-1	-5	8
CN1CC(=O)N2Cc3[nH]c4ccccc4c3C[C@H]2C1=O	-2	-13	3	-4	1	-8	5	-25	-7	-1
O=C(CCN1C(=O)C2C3CCC(C3)C2C1=O)OCC(=O)c1ccc(Br)cc1 (stereo not drawn)	7	-6	5	2	-1	-3	0	-24	-25	-11
Cc1ccc2[nH]c(=O)c(CN(Cc3cccnc3)Cc3nnnn3CCN3CCOCC3)cc2c1	-8	-2	-1	0	9	9	-1	-9	-4	9
Cc1cccc(S(=O)(=O)c2c(C)cc(C)nc2Cl)c1	26	14	2	-2	1	-6	-2	-11	-4	-2
COc1ccc(NC(=O)CSc2nc(O)cc(=O)n2-c2ccccc2)cc1	15	9	4	-1	-1	-18	-6	-44	5	-4
COc1ccc(-c2nc(C#N)c(N3CCN(c4ccccc4)CC3)o2)cc1	-1	7	-4	0	1	0	3	-18	15	2
CN1c2ccccc2C(C)(C)C12C=Nc1c(ccc3ccccc13)O2 (stereo not drawn)	-31	-32	6	0	1	-40	4	-22	5	-7
C=CCNC(=O)c1ccc2c(c1)S(=O)(=O)c1ccccc1C2=O	-12	-8	2	-4	x	7	x	x	0	x
Cc1cccc(N2C(=O)/C(=C\c3ccc(C(=O)O)cc3)c3ccccc3C2=O)c1	4	0	1	-2	-6	-2	1	-8	-4	x
Cc1ccccc1NC(=O)CSc1nn2c(=O)c(C)nnc2s1	-4	-7	1	-3	0	14	-5	-96	-3	x
COc1ccc(Cl)cc1C(=O)OCC(=O)N(CC(C)C)c1c(N)n(Cc2ccccc2)c(=O)[nH]c1=O	33	-1	-3	1	x	21	x	x	6	x
O=C1C=C(c2ccccc2)CC(c2ccc(F)cc2)C1 (stereo not drawn)	26	13	4	-1	x	-1	x	x	-2	3
CCCC1=C(C(=O)OCC)C(c2sccc2C)n2ncnc2N1 (stereo not drawn)	19	15	-34	78*	3	-17	-3	16	14	-3
